# 12-LOX inh – ALOX12 (human) lipoxygenase inhibition. P18054. purified 12hLO, xylenol orange hydroperoxide absorbance. Potency, µM (doses to about 108 µM), for the others: at the highest dose activity change, negative = inhibition, actives largely listed as inhibitors. actives 1.1% (n = 580,000). AID 1671190; active = well fitted inhibition curve with a large enough effect; inconclusive = small, poorly fitted or top-dose-only effect, or another doubt; inactive = no such curve, though single readings can be large or run the other way
# Target sequence (P18054 whole entry, looked up): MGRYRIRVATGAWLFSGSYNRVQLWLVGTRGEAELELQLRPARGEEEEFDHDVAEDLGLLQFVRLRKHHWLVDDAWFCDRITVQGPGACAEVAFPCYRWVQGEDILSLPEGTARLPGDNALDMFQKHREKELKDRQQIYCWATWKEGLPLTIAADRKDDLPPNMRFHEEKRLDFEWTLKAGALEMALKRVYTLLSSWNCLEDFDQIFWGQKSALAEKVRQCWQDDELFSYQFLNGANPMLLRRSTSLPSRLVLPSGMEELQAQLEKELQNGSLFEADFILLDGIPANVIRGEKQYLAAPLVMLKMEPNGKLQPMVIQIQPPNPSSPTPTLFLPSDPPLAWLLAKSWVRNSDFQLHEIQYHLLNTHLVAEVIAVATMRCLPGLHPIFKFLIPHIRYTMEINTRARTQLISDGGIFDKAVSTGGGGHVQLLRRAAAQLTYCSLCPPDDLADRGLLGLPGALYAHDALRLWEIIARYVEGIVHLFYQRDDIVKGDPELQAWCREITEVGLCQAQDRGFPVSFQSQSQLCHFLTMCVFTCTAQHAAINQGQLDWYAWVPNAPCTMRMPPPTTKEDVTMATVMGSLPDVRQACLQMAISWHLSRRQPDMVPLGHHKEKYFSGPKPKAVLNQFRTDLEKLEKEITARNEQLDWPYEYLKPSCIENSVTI
#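 Hydroperoxide product was detected by ferrous iron/xylenol orange as the 573 to 405 nm absorbance ratio. Arachidonic acid at 40 uM (final) was turned over for 30 min at room temperature by 150 nM human 12hLO, pH 7.0 Hepes buffer, after 15 min compound preincubation.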
# Active calls of the source: *; i = inactive; ? = inconclusive; [ ] = remark or other dose. % is set by controls: 0 for no effect and ±100 for the full control effect; potency is the fitted concentration of half-maximal effect. Not all compounds are listed (hit frequency here may not be typical).
SMILES,12-LOX inh
CC(CCc1ccco1)NC(=O)CCc1nnc2ccc(N3CCC4(CC3)OCCO4)nn12 (stereo not given),-66.8%
CCCCCCOc1ccccc1/C=C(\C#N)C(=O)c1ccccc1,-12.5%
Cc1ccc2c(c1)CN(CCNC(=O)C(C)Oc1ccccc1)CC(C)O2 (stereo not given),15.1%
C[C@@H]1CN([C@@H](C)CO)C(=O)CCCn2nncc2CO[C@@H]1CN(C)C(=O)C1CC1,-45.7%
CCSc1nc(=O)c2c(n1C)NC(=O)CC2c1cc(C)ccc1C (stereo not given),-14.0%
Cc1cccc(C)c1N1C(=O)c2ccccc2NC(=O)C1C(=O)NCCOc1ccccc1 (stereo not given),-1.3%
O=C(NCc1cccs1)C12CC3CC(CC(O)(C3)C1)C2,47.3%
CCc1[nH]c2ccc(CNC(=O)Cc3cnc4c(C)cccn34)cc2c1C,43.3%[activator]
C#CCNC(=O)c1cc(=O)[nH]c2ccc(S(=O)(=O)N(CC)CC)cc12,110.6%[activator]
C[C@H](CO)N1C[C@H](C)[C@@H](CN(C)C(=O)Nc2ccnc(N3CCOCC3)c2)OCc2cnnn2CCCC1=O,88.3%[activator]
Cn1nc(C(C)(C)C)cc1C(=O)N1CCCCC1c1cc(C(=O)Nc2ccc(F)c(Cl)c2)no1 (stereo not given),0.0%
CCONC(=O)c1cc2cc(OC)cc(OC)c2[nH]1,-8.5%
COc1cccc(NC(=O)CCC2CCN(C(=O)C(C)n3cncn3)CC2)c1 (stereo not given),46.7%[activator]
CCSc1nc(C(C)(C)C)cc(C(F)(F)F)c1C#N,0.6%
C/C(=N\NC(N)=S)C(=O)O,19.9%

# Brought forward from above: two compounds; new compounds follow.
SMILES,12-LOX inh
CCSc1nc(C(C)(C)C)cc(C(F)(F)F)c1C#N,0.6%
C/C(=N\NC(N)=S)C(=O)O,19.9%
COc1ccc(CC(=O)N2CCC(c3n[nH]c(=O)n3Cc3ccc(F)cc3)CC2)cc1,3.7%
CCOC(=O)C1=C(C)N(C)C(=O)N(C)C1c1c(F)cccc1Cl (stereo not given),-28.2%
Cc1cccc2[nH]c(CNC(=O)C3CCC(=O)N(CC4CCCCC4)C3)nc12 (stereo not given),72.8%[activator]
C(=Nc1ccccc1)c1ccccc1OCc1ccccc1,?
Cc1noc([C@H]2CCN(C(=O)NCc3ccc(F)cc3)C[C@H]2NC(=O)C2CCOCC2)n1,34.2%
CNC(=O)c1ccc(-c2cnc3ncc(Cc4ccc5ncccc5c4)n3n2)cc1F,?
c1ccc(Oc2ccc(Nc3ncc(-c4cncnc4)c4c3OCC4)cc2)cc1,-10.3%[176 µM]
Cc1cc(N2C(=O)C(O)=C(C(=O)c3cc4ccccc4o3)C2c2ccc(F)cc2)no1 (stereo not given),?
CC(=O)c1ccc2c(c1)N(Cc1ccc3ccccc3c1)C(=O)C(C)S2 (stereo not given),4.0%
COc1ccc2c(c1)c(C(C(=O)O)N1CCN(CCC#N)CC1)cn2CCC(=O)O (stereo not given),?
O=S(=O)(N[C@H]1CO[C@H]2[C@@H]1OC[C@@H]2Nc1nccc(-c2ccc3c(c2)OCO3)n1)c1ccc2ccccc2c1,?
CN(CCO)C(=O)c1cn(C2CCN(Cc3ccc(C(F)(F)F)cc3)CC2)nn1,9.4%
CCCCOc1ccc(C(=O)N2CCC(c3n[nH]c(=O)n3-c3ccccc3)CC2)cc1,40.4%
CCCS(=O)(=O)N1CCC(c2noc(-c3cnccn3)n2)C1 (stereo not given),-3.7%
Cc1ccsc1C(=O)NCCc1noc(-c2cccnc2)n1,33.6%[activator]
CC(C)n1cc(-c2cc(C(=O)N3CCC(C)(C)C3)c3ccc(F)cc3n2)cn1,2.2%
C#CCN(C[C@@H]1[C@@H](OC(=O)NCc2ccccc2)[C@@H](OC(=O)NCc2ccccc2)Cn2c(=O)n(CCCCCC)c(=O)n21)S(=O)(=O)c1ccc(C)cc1,-5.8%
Cc1c(Cl)cccc1NC(=O)c1cc(=O)[nH]c2ccc(S(=O)(=O)N3CCOCC3)cc12,-29.6%
CN1CCN(NC(=S)NCCc2ccccc2)CC1,10.3%
CCC1(N2CCN(C(=O)Nc3cc(C)ccc3OC)CC2)CCN(C(=O)C(C)C)C1 (stereo not given),?
COCCN1C(=O)c2cccn2CC1CNC(=O)c1ccccc1F (stereo not given),33.2%[activator]
O=C(c1cccc(C(F)(F)F)c1)N1CC(CO)C2(CCNCC2)C1 (stereo not given),22.0%
Cc1ccc(NC(=O)c2ccc3c(c2)N(C)C2CCCCCN2C3=O)cc1F (stereo not given),-8.2%
C/C(=N\NC(=O)c1cccs1)c1ccc(-c2ccccc2)cc1,34.3%
O=C(Nc1cccc(Cl)c1)c1ccc2ccccc2n1,2.8%
Cc1cc(C)n(Cc2c(C(=O)NCC34CCC=C3N(C)C(=O)CC4)noc2C)n1 (stereo not given),35.1%[activator]
COc1ccc2[nH]c(C(=O)NCc3ccc(C)o3)cc2c1,?
CCCCOc1cccc(N)c1,?
CCS(=O)(=O)N1CCC2(CC1)c1[nH]c3ccccc3c1CCN2C,0.5%
CCCCc1ccc(NC(=O)CN2C(=O)NC(c3ccc(C)cc3)C3=C2COC3=O)cc1 (stereo not given),?
CC(C)CNC(=O)CC(c1cccc([N+](=O)[O-])c1)c1c[nH]c2ccccc12 (stereo not given),6.5%
COCCN1C(=O)[C@H]2CN(Cc3ccc(OC)c(OC)c3Cl)C[C@H]2C1=O,20.7%
O=C(CCC1CCCO1)NC1CCCCC1 (stereo not given),-32.1%
COc1ccc(/C=C(\NC(=O)c2ccccc2)C(=O)O)cc1,33.1%[activator]
COc1cccc(Cn2c(C(C)n3c(C)nc4ccccc43)nc3ccccc32)c1 (stereo not given),-68.3%
Cc1nnc(SCC(=O)N(C)CCOc2ccc(Br)cc2)n1C,?
O=C(Nc1ccc(-c2nnc3n2CCCC3)cc1)c1cc(C2CC2)[nH]n1,41.5%[activator]
CCc1ccc(N2CC(c3noc(-c4ccc5c(c4)OCO5)n3)CC2=O)cc1 (stereo not given),-11.2%
CCn1cc(S(=O)(=O)N2CC[C@H](CNC(C)=O)[C@H](N(C)C)C2)cn1,42.2%[activator]
O=c1oc2ccccc2cc1-c1csc(Nc2ccccc2)n1,?
CC(C)C[C@H](CO)NC(=O)C[C@@H]1c2nc(NC(=O)c3c(F)cccc3F)sc2C[C@@H]2[C@](C)(CO)[C@H](O)CC[C@]21C,2.4%
Nc1ncnc2c1ncn2C=C=CCO,i
CCn1c(CNC(C)c2ccc(F)c(F)c2)nc2cc(S(=O)(=O)N(C)C)ccc21 (stereo not given),26.9%
CN(C)S(=O)(=O)c1ccc(Cl)c(C(=O)Nc2cccc3cccnc23)c1,?
Cc1ccccc1OCc1nc(C2CN(C(=O)c3cc4ccccc4[nH]3)C2)no1,29.6%
CC(C)=CC1C(C(=O)N(C)CC(=O)NC(C)C)C1(C)C (stereo not given),0.6%
Cc1oc(-c2cccs2)nc1C(=O)NCCCCN1CCOCC1,-13.4%
Cc1ccc(C(=O)C2CCN(Cc3ccc(C#N)cc3)CC2)c(C)c1,?
COc1ccccc1N1CCN(CC[C@H]2CN(C(=O)Nc3ccc(C(F)(F)F)cc3)CC[C@H]2CC(=O)O)CC1,18.1%
O=C(Nc1ccccc1I)c1cc[n+]([O-])cc1,-2.5%
S=c1[nH]c(-c2ccc(Cl)cc2Cl)cs1,12.6µM*
Cc1ccc(C2Cn3nnc(C(=O)N4CCC(C(=O)Nc5ccc(Cl)c(C)c5)CC4)c3CO2)cc1 (stereo not given),?
COc1ccc(/C=C2\N=C(SC)SC2=O)c(OC)c1,-25.5%
C=C(C)COc1cccc(N)c1,?
O=C(O)c1cc(NC(=O)c2ccc(Cl)s2)cc(C(=O)O)c1,1.6%
Cc1[nH]c2ccccc2c1C1c2ccccc2C(=O)N1CCC(=O)N1CCN(C)CC1 (stereo not given),-2.2%
CN1CC[C@H]2COC(=O)N2c2cc(F)ccc2C1,?
COc1ccc(-c2noc([C@@H]3C[C@H](NS(=O)(=O)c4cccs4)CN3C)n2)cc1,-19.3%[176 µM]
CC(C)OC(=O)N(C)C[C@@H]1OCc2cnnn2CCCC(=O)N([C@@H](C)CO)C[C@@H]1C,-5.8%
O=C(Nc1ccc2c(c1)OCO2)c1cc2c(s1)-c1ccccc1OC2,?
# (next part)
SMILES,12-LOX inh
CCc1noc(-c2cccn3c(CNC(=O)CCc4ccc(OC)cc4)nnc23)n1,51.2%[activator]
Cc1nn(C)c(C)c1CCC(=O)NCCc1ncc(C)n1C1CC1,58.3%[activator]
CN1CC(=O)N(C2CCCC2)Cc2c(NC3CC3)ncnc21,?
CN(C)Cc1ccccc1CNC(=O)c1ccc(Cl)c(S(=O)(=O)NC2CC2)c1,9.4%
COc1ccc(CCC(=O)NC(C)C(=O)N2CCN(c3ccccn3)CC2)cc1 (stereo not given),-7.6%
COc1ccc(OC)c(CNC(=O)C2CCc3sc(C(=O)N4CCCC4)cc3C2)c1 (stereo not given),50.8%[activator]
Cn1ccc(NC(=O)c2ccc3c(c2)NC(C)(CNCc2ccccc2)CO3)n1 (stereo not given),10.3%[176 µM]
COc1ccc(-c2cc(N3CCC(NC(=O)c4ccccc4)CC3)n[nH]2)cc1,9.3%
CCOc1ccc(NC(=O)c2nn(C)c(=O)c3ccccc23)cc1S(=O)(=O)N1CCCC1,-16.9%
CN(C)C[C@@H]1CN(S(C)(=O)=O)C[C@H]1NC(=O)c1cnn(C)c1,34.1%[activator]
O=C(NC[C@H]1O[C@H](Cc2cc(-c3ccccc3)on2)CC[C@@H]1O)c1ccncc1,46.8%[activator][176 µM]
Cc1ccccc1C(=O)N1C[C@@H](CO)[C@H](c2ccncc2)C1,49.1%[activator]
Cc1cc(CC(=O)N2C[C@@H](COCC3CC3)[C@H](c3ccncc3)C2)on1,13.5%
COc1cccc(C(=O)N2C(C(=O)NC3CC3)COC23CCN(C(=O)c2ccc(Cl)cc2)CC3)c1 (stereo not given),40.9%
CCC(c1cn2cccnc2n1)n1ccnc1-c1cc2n(n1)CCCNC2 (stereo not given),37.7%[activator]
CN(Cc1cnn(C)c1)C(=O)C1CC(=O)N(c2ccc3c(c2)CCC3)C1 (stereo not given),12.4%
Cc1cc(CNC(=O)Cc2nonc2C)c2[nH]c(-c3ccccc3)c(C)c2c1,16.1%
O=C(Nc1ccccc1)C(=O)N1CCN(C(=O)c2cc3ccccc3[nH]2)CC1,-9.6%
O=C(OCc1ccc(F)cc1F)c1cccc([N+](=O)[O-])c1,-11.5%
COC(=O)c1cccc(NC(=O)NCCn2c(-c3ccc(F)cc3)nc3ccccc32)c1,7.6%
O=C(O)COCC(=O)N1CCOCC1,?
CC(=O)N1CCN(c2c([N+](=O)[O-])cnc3ccc(Br)cc23)CC1,-5.0%
Nc1nc(N)nc(-c2ccncc2)n1,3.2%
Cc1ccc(S(=O)(=O)N2CCC(=O)N([C@H](COCc3ccc(Cl)cc3Cl)Cc3ccccc3)CC2)cc1,?
CCC(=C(c1ccc(O)cc1)c1ccc(OCCN(C)C)cc1)c1ccccc1,-8.5%
CCc1c(C)cc(C(=O)N[C@@H]2[C@@H](Cc3ccccc3)[C@H]3OCC[C@@H]23)c(=O)n1C,?
CCCNC(=O)c1cc2c(c(-c3cccc(-c4ccccc4F)c3)n1)[C@H](CCO)N(C(=O)CC1CC1)C2,0.0%
CC(NC(=O)c1cccnc1)c1nnc2n1CCN(Cc1ccc(-c3ccccc3)cc1)CC2 (stereo not given),2.3%
C=CC(C)(CCC=C(C)C)OC(=O)CC (stereo not given),94.1%[activator][176 µM]
CCOC(=O)C1(NC(=O)c2cc(Br)ccc2F)CCCCC1,13.6%
COCCN1C(=O)c2ccccc2C(C(=O)Nc2cc(OC)ccc2OC)C12CCCC2 (stereo not given),2.9%
CCCN1CCCCC(NC(=O)c2ccc(-c3ccccc3)cc2)C1=O (stereo not given),-4.4%
Fc1ccccc1CCNc1cc(Cl)nc2ccnn12,40.8%[176 µM]
COC(=O)C1CN(Cc2cn(Cc3ccc(F)cc3)nn2)CCS(=O)(=O)N1Cc1ccc(C)cc1 (stereo not given),15.3%
Cc1nc([C@@H]2CN(C(=O)CCc3nc4ccccc4s3)C[C@H]2C(N)=O)n[nH]1,0.4%
Cc1nc2ccccc2n1Cc1cc(C(=O)N(C)CCOc2ccccc2)n[nH]1,47.8%[activator]
COc1cccc2cc(CNCc3c(C)noc3C)oc12,29.0%
CC(C)c1ccc2cc(C(=O)N(C)Cc3ccco3)[nH]c2c1,10.5%
Cc1sc2cc(C(=O)NCc3ccncc3)[nH]c2c1CN1CCCCC1,30.7%[activator]

# Entries from the list above containing a Cl atom, in the order listed:
SMILES,12-LOX inh
Cn1nc(C(C)(C)C)cc1C(=O)N1CCCCC1c1cc(C(=O)Nc2ccc(F)c(Cl)c2)no1 (stereo not given),0.0%
CCOC(=O)C1=C(C)N(C)C(=O)N(C)C1c1c(F)cccc1Cl (stereo not given),-28.2%
Cc1c(Cl)cccc1NC(=O)c1cc(=O)[nH]c2ccc(S(=O)(=O)N3CCOCC3)cc12,-29.6%
O=C(Nc1cccc(Cl)c1)c1ccc2ccccc2n1,2.8%
COCCN1C(=O)[C@H]2CN(Cc3ccc(OC)c(OC)c3Cl)C[C@H]2C1=O,20.7%
CN(C)S(=O)(=O)c1ccc(Cl)c(C(=O)Nc2cccc3cccnc23)c1,?
S=c1[nH]c(-c2ccc(Cl)cc2Cl)cs1,12.6µM*
Cc1ccc(C2Cn3nnc(C(=O)N4CCC(C(=O)Nc5ccc(Cl)c(C)c5)CC4)c3CO2)cc1 (stereo not given),?
O=C(O)c1cc(NC(=O)c2ccc(Cl)s2)cc(C(=O)O)c1,1.6%
CN(C)Cc1ccccc1CNC(=O)c1ccc(Cl)c(S(=O)(=O)NC2CC2)c1,9.4%
COc1cccc(C(=O)N2C(C(=O)NC3CC3)COC23CCN(C(=O)c2ccc(Cl)cc2)CC3)c1 (stereo not given),40.9%
Cc1ccc(S(=O)(=O)N2CCC(=O)N([C@H](COCc3ccc(Cl)cc3Cl)Cc3ccccc3)CC2)cc1,?
Fc1ccccc1CCNc1cc(Cl)nc2ccnn12,40.8%[176 µM]
